Screening data (PubChem BioAssay)
ANO1 block: TMEM16A chloride channel inhibitors, primary screen, cell-based, HTS. Anoctamin-1 (Mus musculus), Q8BHY3. HEK293 TMEM16A/YFP iodide influx fluorescence, ionomycin. normalized B-score (activity score, 25-100; higher = stronger inhibition) at 10 µM. 310,000 compounds, 1.2% hits. AID 588511, 2011;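 active means ratio plate-corrected score three or more library SD toward inhibition, starting fluorescence score within five deviations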;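 further: score derived from kinetic fluorescence span divided by baseline fluorescence per well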
RGS4 inh: RGS4 inhibitors, primary screen, cell-based, HEK293 M3R inducible RGS4, calcium flux; 310,000 compounds, 0.45% hits; B-score at 10 µM; Fluo-4 calcium flux; active compounds read high; triggered by carbachol at its EC20; Regulator of G-protein signaling 4 (Homo sapiens), P49798;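 active means B-score, a plate-corrected calcium signal, over three deviations above library mean, with baseline fluorescence within five deviations of library mean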;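 further: RGS4 expression induced by doxycycline in cells with stable M3 receptor; B-score is computed from the integrated fluorescence ratio over baseline after carbachol; higher B-score means a larger calcium signal and so more RGS4 inhibition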
Target sequence (P49798 whole entry, looked up): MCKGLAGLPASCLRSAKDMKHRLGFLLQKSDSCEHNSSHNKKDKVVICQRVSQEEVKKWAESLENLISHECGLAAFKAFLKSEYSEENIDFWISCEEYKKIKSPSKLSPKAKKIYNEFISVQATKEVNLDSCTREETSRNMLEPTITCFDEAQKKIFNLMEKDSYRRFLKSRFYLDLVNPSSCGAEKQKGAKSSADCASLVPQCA
hERG protect: hERG rescue from dofetilide block, primary screen, cell-based, CHO-hERG, FluxOR thallium flux, dofetilide IC70. dofetilide IC70 present. activation (rescue from dofetilide block), less the hit threshold, % at 10 µM. Voltage-gated inwardly rectifying potassium channel KCNH2 (Homo sapiens), Q12809. 310,000 compounds, 0.51% hits;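 active means activation above the mean of controls blocked by dofetilide plus 5 SD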;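 further: thallium influx through hERG after potassium depolarization seen as dye fluorescence rise; in these data hits start at about 4.7%; inactives centre near -7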
KCNQ1 inh: inhibitors of human KCNQ1 channel, primary screen, cell-based, thallium flux, high-throughput. Potassium voltage-gated channel subfamily KQT member 1 (Homo sapiens), P51787. B-score at 10 µM. CHO-K1 KCNQ1, FluxOR thallium flux fluorescence; active compounds read high. AID 2642, 2010. 310,000 compounds, 1.3% hits;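 active means compounds whose thallium flux B-score, printed positive for inhibition, exceeds three library SD while starting fluorescence stays within three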;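 further: channel opened by potassium depolarization with thallium stimulus after 20 min compound exposure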
Target sequence (P51787 whole entry, looked up): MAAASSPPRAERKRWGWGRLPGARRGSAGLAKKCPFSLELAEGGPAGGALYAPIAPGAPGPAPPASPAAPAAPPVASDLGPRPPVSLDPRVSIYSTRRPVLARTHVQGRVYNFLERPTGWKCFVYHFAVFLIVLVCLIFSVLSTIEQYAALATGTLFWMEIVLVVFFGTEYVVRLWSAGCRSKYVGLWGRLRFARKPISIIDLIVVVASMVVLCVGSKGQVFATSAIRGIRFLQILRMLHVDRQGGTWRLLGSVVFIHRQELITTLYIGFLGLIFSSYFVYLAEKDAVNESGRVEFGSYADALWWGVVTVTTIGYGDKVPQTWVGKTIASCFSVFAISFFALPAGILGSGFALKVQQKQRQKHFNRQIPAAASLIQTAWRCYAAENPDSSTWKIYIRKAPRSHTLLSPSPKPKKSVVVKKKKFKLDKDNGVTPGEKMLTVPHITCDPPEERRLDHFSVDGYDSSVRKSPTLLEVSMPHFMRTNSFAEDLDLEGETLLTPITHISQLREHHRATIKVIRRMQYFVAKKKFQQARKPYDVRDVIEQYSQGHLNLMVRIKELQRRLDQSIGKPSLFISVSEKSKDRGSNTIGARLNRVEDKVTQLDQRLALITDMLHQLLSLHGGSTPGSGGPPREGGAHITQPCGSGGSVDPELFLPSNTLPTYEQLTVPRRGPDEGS
KCNQ1 act: potentiators or activators of KCNQ1 channel, primary screen, cell-based, thallium flux, high-throughput; B-score at 10 µM; Potassium voltage-gated channel subfamily KQT member 1 (Homo sapiens), P51787; 310,000 compounds, 0.35% hits; AID 2648, 2010; CHO-K1 KCNQ1, thallium flux FluxOR fluorescence; active compounds read high;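 active means fluorescence ratio B-score, a plate-corrected score, at least three library SD, with initial intensity B-score within 5 SD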
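Material: CHO-K1 cells stably expressing KCNQ1. Medium: assay buffer for compound exposure, DMSO matched across wells. Reagent: K+/Tl+ depolarizing stimulus. Compound dosing: single-concentration screen. Times: 37 °C overnight plating, 90-min dark dye load, 20-min compound pretreatment. Technique: FluxOR Tl+ flux fluorescence.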
MrgX1 ag: agonists of human MrgX1 receptor, primary screen, HEK293 cells, Fluo-4 calcium flux | B-score at 10 µM | 310,000 compounds, 0.44% hits | Fluo-4 calcium fluorescence, agonist mode; active compounds read high | Mas-related G-protein coupled receptor member X1 (Homo sapiens), Q96LB2;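 active means calcium response B-score plate-corrected fluorescence ratio at least 3 library SD, with starting fluorescence B-score inside 5 SD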
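Test system: HEK293 cells stably expressing human MrgX1 receptor; Input: fifteen thousand cells per well; Dosing: compound delivered in addition one of three; Schedule: overnight seeding, then 1 h dark dye loading; Technique: Fluo-4 NW calcium fluorescence; Measure: B-scored fluorescence response ratio; Controls: positive and negative controls per plate.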
ANO1 activ: TMEM16A chloride channel activators or potentiators, primary screen, cell-based, HTS; Anoctamin-1 (Mus musculus), Q8BHY3; HEK293 TMEM16A/YFP-H148Q/I152L, iodide quench fluorescence; active compounds read low; B-score at 10 µM; 340,000 compounds, 0.3% hits;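 active means fluorescence-ratio B-score plate-corrected deviation score at least 3 library SD below zero, with starting fluorescence score within 5 deviations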;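 further: channel opened by trigger with iodide after compound preincubation; score built on the fluorescence ratio of max minus min over baseline; more negative score means more quench and so TMEM16A activation or potentiation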
MrgX1 PAM: positive allosteric modulators of MrgX1, primary screen, HEK293 cells, Fluo-4 calcium flux; Mas-related G-protein coupled receptor member X1 (Homo sapiens), Q96LB2; B-score at 10 µM; 310,000 compounds, 0.63% hits; AID 588675, 2011; FDSS; active compounds read high;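 active means plate-corrected calcium response at least 3 library SD above typical, normal starting fluorescence, not activating the receptor alone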;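 further: compound read alongside a low EC10 to EC30 dose of BAM8-22 agonist; peak minus trough fluorescence over baseline measured at the second addition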
KCNK9 inh: KCNK9 potassium channel inhibitors, primary screen, HEK293 cells, thallium flux; FluxOR thallium flux fluorescence; active compounds read low; Potassium channel subfamily K member 9 (Homo sapiens), Q9NPC2; B-score at 10 µM; 310,000 compounds, 1.2% hits;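 active means ratio B-score over 3 SD below the library mean, with starting fluorescence within 5 SD of its mean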;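 further: negative B-score means less thallium flux so channel inhibition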
KCNK3 block: human KCNK3 channel inhibitors, primary screen, CHO cells, FluxOR thallium flux, B-score | 340,000 compounds, 0.84% hits | AID 602410, 2012 | B-score at 10 µM | FluxOR fluorescence; active compounds read low | Potassium channel subfamily K member 3 (Homo sapiens), O14649;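 active means B-score under library mean minus 4 SD, starting fluorescence ratio at most library mean plus 5 SD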;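 further: more negative B-score means stronger inhibition of thallium flux through KCNK3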
RGS4 pot: RGS4 potentiators or activators, primary screen, cell-based, HEK293 M3R inducible RGS4, calcium flux; AID 463111, 2010; 310,000 compounds, 0.92% hits; carbachol calcium flux Fluo4; active compounds read low; B-score at 10 µM;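 active means B-score of the integrated calcium signal more than 4 SD below the library mean, with starting fluorescence not abnormally high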;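 further: negative B-score means reduced calcium response which marks RGS4 activation or potentiation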
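test system = HEK293 cells with stable M3R and inducible RGS4 | schedule = recording 10 s baseline at 1 Hz, 100 s post-agonist | technique = Fluo4-AM (2 µM) calcium-flux fluorescence, kinetic read | measure = Agonist-evoked peak-minus-minimum fluorescence over baseline, integrated ratio, B score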
Active calls of the source: *; i = inactive; . = not tested or not shown. Compounds as they come. Share with any hit: about 6.3%.

SMILES	ANO1 block	RGS4 inh	hERG protect	KCNQ1 inh	KCNQ1 act	MrgX1 ag	ANO1 activ	MrgX1 PAM	KCNK9 inh	KCNK3 block	RGS4 pot
CCCCCOC(=O)NCC(O)c1ccccc1 (stereo not drawn)	i	i	-18	i	i	i	i	i	i	i	i
CN(C(=O)c1cccc(S(=O)(=O)N2CCCCC2)c1)C1CCS(=O)(=O)C1 (stereo not drawn)	i	i	-7	i	i	i	i	i	i	i	i
Clc1cccc(OCCN2CCNCC2)c1	i	i	-9	i	i	i	i	i	i	i	i
Cc1cc(C)n(CC(O)COCc2ccco2)n1 (stereo not drawn)	i	i	-21	i	i	i	i	i	i	i	i
O=C1CCN(S(=O)(=O)c2ccc(Br)cc2)CCN1	i	i	-9	i	i	i	i	i	i	i	i
COc1ccccc1CNC(=O)C1CCCN(S(=O)(=O)c2cccs2)C1 (stereo not drawn)	i	i	-12	i	i	i	i	i	i	i	i
O=C1c2ccccc2CCC12N=NCC2c1ccc(Br)cc1 (stereo not drawn)	i	i	-14	i	i	i	i	i	i	i	i
COc1ccc(C)cc1N(CC(=O)N1CCCCCC1)S(C)(=O)=O	i	i	-4	i	i	i	i	i	i	i	i
C/C(=N\Nc1ncnc2sc(C)c(C)c12)c1ccccn1	i	i	-44	11*	i	72*	i	i	i	i	i
COc1ccc(N(C(=O)Cc2cccs2)C2C=CS(=O)(=O)C2)cc1 (stereo not drawn)	i	i	-14	i	i	i	i	i	i	i	i
O=C(CNC1CCCCCC1)c1cccs1	i	i	-3	i	i	i	i	i	i	i	i
CCN(C(=O)c1cccs1)c1nc(-c2ccc(OC)cc2)cs1	i	i	-14	i	i	i	i	i	i	i	i
CC(C)(C)[C@H]1C=C(C(=O)O)O[C@@H](OCCCCO)C1	i	i	-1	i	i	i	i	i	i	i	i
COc1cc(C(=O)NC(=S)Nc2ccc3c(c2)OCO3)cc(OC)c1OC	i	i	-4	i	i	i	i	i	i	i	i
COc1cc(OC)cc(C(=O)Nc2sc3c(c2C(N)=O)CCC3)c1	i	i	0	i	i	i	i	i	i	i	i
O=C1N=C(N2CCOCC2)S/C1=C\c1cccs1	i	i	-18	i	i	i	i	i	i	i	i
O=C1Nc2ccccc2C1Cc1ccc(OC(F)(F)F)cc1 (stereo not drawn)	i	i	-9	i	i	i	i	i	i	i	i
Cc1cccc(CSc2nnc([C@@H]3CCCN3)o2)c1	i	i	-8	i	i	i	i	i	i	i	i
CN(C)c1ccc(C(=O)OCC(=O)NCCCc2ccccc2)cc1	i	i	-6	i	i	i	.	i	i	i	i
COC(=O)Nc1sc(C)nc1-c1ccccc1	i	i	-14	i	i	i	i	i	i	i	i
Cc1ccccc1CC1(CO)CCCN(C(=O)c2ccccc2N(C)C)C1 (stereo not drawn)	i	i	-9	i	i	i	i	i	i	i	i
CN(C)c1ccc(/C=C2\N=C(c3ccc(Cl)c([N+](=O)[O-])c3)NC2=O)cc1	i	i	-12	i	i	i	i	i	i	i	i
COc1ccc(N2CCN(C(=O)C3CC(=O)N(c4ccc(C)cc4)C3)CC2)cc1 (stereo not drawn)	i	i	-6	i	i	i	i	i	i	i	i
Cc1ccccc1NC(=O)c1c([N+](=O)[O-])cnn1C	i	i	-4	i	i	i	i	i	i	i	i
CS(=O)(=O)N1CCN(C(=O)c2ccc(Br)s2)CC1	i	i	-7	i	i	i	i	i	i	i	i
CS(=O)c1ccccc1-c1nc(-c2cc(C(F)(F)F)cc(C(F)(F)F)c2)no1 (stereo not drawn)	i	i	-9	i	i	i	i	i	i	i	i
COc1cc2c(cc1OC)C(C)N(CCc1ccc(Cl)cc1)CC2 (stereo not drawn)	i	i	-14	i	i	i	i	i	i	i	i
O=C(CN1CCCCC1)N/N=C/c1cccc(Cl)c1	i	i	-9	i	i	i	i	i	i	i	i
Cc1cc(N/N=C/c2ccccc2O)c2ccccc2n1	i	i	-18	i	i	i	i	i	i	i	i
O=S(=O)(NCC1CCCO1)c1ccc(S(=O)(=O)N(Cc2ccccn2)C2CC2)cc1 (stereo not drawn)	i	i	-3	i	i	i	i	i	i	i	i
CCc1nnc(NS(=O)(=O)c2ccc(N=Cc3c(C)[nH]n(-c4ccc(Cl)cc4)c3=O)cc2)s1	i	i	-3	i	i	i	i	i	i	i	i
CCOC(=O)N1CCN(C(=S)NC(=O)/C=C/c2ccc(C)cc2)CC1	i	i	-9	i	i	i	i	i	i	i	i
O=C(COC(=O)c1cc(Cl)ccc1[N+](=O)[O-])NCc1ccc(Cl)cc1Cl	i	i	-10	i	i	i	i	i	-7.3*	i	i
O=C(Cc1ccccc1)Nc1c[nH]c(=O)[nH]c1=O	i	i	-12	i	i	i	i	i	i	i	i
CCOc1ccc(S(=O)(=O)NC2CC2)cc1	i	i	3	i	i	i	i	i	i	i	i
O=C(CN1C(=O)CSc2ccc(S(=O)(=O)N3CCOCC3)cc21)NCCCN1CCCCC1	i	i	-1	i	i	i	i	i	i	i	i
Cn1c(C(=O)O)c(CC(=O)NCc2cccnc2)c2ccccc21	i	i	-10	i	i	i	i	i	i	i	i
O=C(Nc1cc(S(=O)(=O)N2CCOCC2)ccc1OCC(F)(F)F)c1ccc(N2CCCC2=O)cc1	i	i	-15	i	i	i	i	i	i	i	i
C[C@@H](C(=O)Nc1ccc2ccccc2c1)[C@@H]1C[C@@]1(C)[C@@H](NC(=O)c1cnccn1)c1ccccc1	i	.	.	.	.	i	i	i	.	i	.
CC(/C=N/Nc1nc(C)cc(C)n1)=C\c1ccc(C(C)C)cc1	i	i	-5	i	i	i	i	i	i	i	i
O=c1cnn(-c2ccccc2)c(-c2ccccc2)c1	i	i	-8	i	i	i	i	i	i	i	i
Cc1cccc(C(=O)NCC(=O)N2CCN(S(=O)(=O)c3cc(C)ccc3C)CC2)c1	i	i	-12	i	i	i	i	i	i	i	i
O=C(NCC1CCCN1S(=O)(=O)c1cccs1)C(=O)Nc1ccc(F)cc1 (stereo not drawn)	i	i	-13	i	i	i	i	i	i	i	i
N#Cc1c(-c2ccccc2Cl)cc(-c2ccccc2)nc1Br	i	i	-16	9*	i	i	i	i	i	i	-7.3*
COc1cccc(CCc2nnc(CCC(=O)NCCc3cccc(C)n3)o2)c1	i	i	-8	i	i	i	i	i	i	i	i
CN(C)C(C(=O)NC1CCCCC1)c1ccc(Cl)cc1 (stereo not drawn)	i	i	-1	i	i	i	i	i	i	i	i
CN(C)C(/C=C/Nc1cccc([N+](=O)[O-])c1)=C(C#N)C#N	i	i	-3	i	i	i	i	i	i	i	i
O=C(NCCC1=CCCCC1)C1CCN(C(=O)c2ccc(Br)cc2)CC1	i	i	-12	i	i	i	i	i	i	i	i
Cc1cc(C)c2nc(NC(=O)[C@@H](NC(=O)c3cccc(S(=O)(=O)N4CCOCC4)c3)C(C)C)sc2c1	i	i	-13	i	i	i	i	i	i	i	i
O=C(CN1CCN(S(=O)(=O)c2ccc(F)cc2)CC1)NC1CC1	i	i	-12	i	i	i	i	i	i	i	i
Additional entries:
SMILES	ANO1 block	RGS4 inh	hERG protect	KCNQ1 inh	KCNQ1 act	MrgX1 ag	ANO1 activ	MrgX1 PAM	KCNK9 inh	KCNK3 block	RGS4 pot
COc1cc(C2c3[nH]c4ccccc4c3C[C@H]3C(=O)N(C4CC4)CC(=O)N23)ccc1OC(C)C (stereo partly drawn)	i	i	-1	i	i	i	i	i	i	i	i
CCCC1=NN2C(=N)/C(=C\c3cc(C)n(-c4cccc(C)c4)c3C)C(=O)N=C2S1	i	i	-7	i	i	i	i	i	i	i	i
CCN1CCN(CC(=O)N2CCCC(C(=O)c3ccc(Oc4ccccc4)cc3)C2)CC1 (stereo not drawn)	i	i	5.5*	i	i	i	i	i	i	i	i
CCCc1cc(=O)[nH]c(SCC(=O)N2CCC(C(=O)OCC)CC2)n1	i	i	-1	i	i	i	i	i	i	i	i
Cc1c(-n2c(SCC(=O)C(C)(C)C)nc3ccccc3c2=O)c(=O)n(-c2ccccc2)n1C	i	i	-8	i	i	i	i	i	i	i	i
O=C(c1ccccc1)N1N=C(C(F)(F)F)CC1(O)c1ccccc1 (stereo not drawn)	i	i	-11	i	i	i	i	i	i	i	i
COc1ccc(Nc2nc3ccccc3n3nnnc23)cc1	i	i	-8	i	i	i	i	13*	i	i	i
CCOc1ccc(C)cc1S(=O)(=O)n1nc(C)cc1C	i	i	-5	i	i	i	i	i	i	i	i
O=C(NC1CCCCCC1)c1ccccc1-c1ccccc1	i	i	-3	i	i	i	i	i	i	i	i
O=C(CSc1nnc(-c2ccco2)n1Cc1ccccc1)NC(=O)NCc1ccccc1	i	i	-3	i	i	i	i	i	i	i	i
CN1CCc2c(sc3c2C(=O)NC(c2ccc(-c4ccc(Cl)cc4)o2)N3)C1 (stereo not drawn)	i	i	-10	i	i	31*	i	i	i	i	i
CC(C)NC(=O)c1onc(CSc2cccc(Cl)c2)c1C(=O)O	i	i	-6	i	i	i	i	i	i	i	i
CCOc1ccc(NC(=O)C2C3CCC4C(CCC32)C4(Cl)Cl)cc1 (stereo not drawn)	i	i	-7	i	i	i	i	i	i	i	i
CCn1c(C)nc2cc(C(N)=O)ccc21	i	i	-4	i	i	i	i	i	i	i	i
C/C(=N\NC(=O)c1ccccc1O)c1ccc(NC(=O)c2ccccc2)cc1	i	i	-6	i	i	i	i	i	i	i	i
